Assay outcomes (PubChem BioAssay)
Tau fibril FP: inhibitors of human tau fibril formation | P10636 | K18 P301L tau heparin fibrillization, Alexa594 FP, 6 h | Potency, µM (doses to about 57.7 µM), inactives show top-dose activity, negative = inhibition, usual class: inhibitors | 280,000 compounds, 0.39% hits | AID 1468; also: nearly all actives have a fitted effect of over 55% in size
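K18 P301L tau (15 uM unlabeled/0.24 uM Alexa 594-labeled, final) + compound + heparin 20 uM final; 100 mM NaOAc pH 7; 6 hr 37 C; ThT 30 uM final added, 1 hr RT; FP ex 555/em 632 nm.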
Tau fibril ThT: blocks human tau fibril formation measured by thioflavin T | 270,000 compounds, 2.1% hits | recombinant tau K18 P301L, heparin-induced fibrillization, ThT fluorescence | P10636 | Potency, µM (titrated, usually from 57.4 µM), for the others: top-dose activity, negative = inhibition, actives largely listed as inhibitors; also: nearly all actives have a fitted effect of over 55% in size
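Aggregation was driven by heparin (20 uM final) acting on recombinant tau […] bearing P301L in 100 mM sodium acetate pH 7; fibrils were detected with Thioflavin T.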
GLA spleen mod: alpha-galactosidase A (human) modulation; human spleen homogenate, 4MU-alpha-Gal fluorescence, 40 min; P06280; Potency, µM (top dose mostly 80 µM), for the others: at the top dose activity change, negative = inhibition, most hits filed as inhibitors; 240,000 compounds, 0.008% hits; AID 2107;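 also: 0% = enzyme with vehicle and -100% = no enzyme basal signal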
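Fluorogenic readout (Ex 365/Em 440 nm) of 4-methylumbelliferone released from 1 mM 4-MU-alpha-galactoside by spleen homogenate, 40 min at 37C, pH 5.0. Data normalized to no-enzyme and enzyme controls; Hill-equation AC50 from compound titrations.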
TRb-SRC2 inh: inhibitors of human thyroid hormone receptor beta-SRC2 interaction. P10828. TRbeta-SRC2 peptide binding, fluorescence polarization; receptor liganded with 1 µM T3. Potency, µM (top dose mostly 106 µM), for the others: top-dose activity change, negative = inhibition, actives largely listed as inhibitors. 280,000 compounds, 0.065% hits. AID 1469;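 also: plate controls were bound peptide for no effect and peptide without receptor for full effect; nearly all actives have a fitted effect of over 50% in size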
Target sequence (P10828 whole entry, looked up): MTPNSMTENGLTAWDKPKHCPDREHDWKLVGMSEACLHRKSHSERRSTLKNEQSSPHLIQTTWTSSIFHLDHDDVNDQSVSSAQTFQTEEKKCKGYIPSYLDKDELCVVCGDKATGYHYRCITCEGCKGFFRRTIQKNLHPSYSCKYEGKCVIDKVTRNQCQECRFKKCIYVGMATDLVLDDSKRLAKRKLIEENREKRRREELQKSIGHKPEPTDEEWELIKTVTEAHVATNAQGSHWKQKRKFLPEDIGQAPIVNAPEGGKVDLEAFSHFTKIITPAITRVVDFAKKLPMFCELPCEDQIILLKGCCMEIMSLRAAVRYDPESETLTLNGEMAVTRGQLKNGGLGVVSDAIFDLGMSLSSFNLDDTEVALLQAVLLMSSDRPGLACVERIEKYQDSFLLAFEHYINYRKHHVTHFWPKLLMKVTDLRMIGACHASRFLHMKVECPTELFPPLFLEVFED
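A fluorescence polarization screen tested compounds at multiple concentrations against complex formation between 0.6 uM TRb ligand-binding domain and 20 nM Texas Red SRC2 peptide, with 1 uM T3 present; readout after 5 hr.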
L3MBTL1 block: blocks human L3MBTL1 | Q9Y468 | AlphaScreen L3MBTL1–H3K9me1 peptide binding | Potency, µM (titrated, usually from 57.1 µM), without a hit: at the top dose activity, negative = inhibition, most hits filed as inhibitors | 230,000 compounds, 0.66% hits | AID 485360; also: nearly all actives have a fitted effect of over 60% in size
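AlphaScreen proximity signal between nickel-chelate acceptor and streptavidin donor beads (final 10 ug/mL) reports binding of 50 nM L3MBTL1 to 75 nM biotin-H3 K9me1 peptide; complex incubated with compounds 30 min at room temperature; cefsulodin titration as control.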
ALDH1A1 inh: inhibitors of human aldehyde dehydrogenase 1A1. Potency, µM (doses to about 75.3 µM), for the others: at the top dose activity, negative = inhibition, actives largely listed as inhibitors. AID 1030. P00352. Purified ALDH1A1, NADH fluorescence, propionaldehyde substrate. 220,000 compounds, 7.3% hits; active = well fitted inhibition curve with a large enough effect, not every such curve was filed as active; inconclusive = small, poorly fitted or top-dose-only effect, or another doubt; inactive = no such curve, though single readings can be large or run the other way;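 also: plate controls were no enzyme wells and a reference inhibitor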
Target sequence (P00352 whole entry, looked up): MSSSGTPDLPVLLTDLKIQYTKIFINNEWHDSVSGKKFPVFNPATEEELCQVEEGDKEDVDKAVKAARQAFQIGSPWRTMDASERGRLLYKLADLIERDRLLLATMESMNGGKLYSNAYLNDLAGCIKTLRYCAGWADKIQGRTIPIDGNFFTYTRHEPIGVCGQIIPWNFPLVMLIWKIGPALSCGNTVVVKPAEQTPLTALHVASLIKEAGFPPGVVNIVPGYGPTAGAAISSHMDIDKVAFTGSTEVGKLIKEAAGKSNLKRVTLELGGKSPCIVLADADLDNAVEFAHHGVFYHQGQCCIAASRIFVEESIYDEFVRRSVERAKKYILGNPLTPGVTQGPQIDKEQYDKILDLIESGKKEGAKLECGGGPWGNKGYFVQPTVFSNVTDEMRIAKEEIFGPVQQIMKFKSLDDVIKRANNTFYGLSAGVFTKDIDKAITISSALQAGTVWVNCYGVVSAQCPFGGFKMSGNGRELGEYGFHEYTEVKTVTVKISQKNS
TexasRed fluor: alters Texas Red total fluorescence, flagging assay interference | Potency, µM (top dose mostly 106 µM), for the others: at the highest dose fluorescence change, negative = quenching | AID 1479 | 280,000 compounds, 0.29% hits | TRb/SRC2 Texas Red total fluorescence interference; active = well fitted curve in either direction with a large enough effect; inconclusive = small, poorly fitted or top-dose-only effect
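Flags fluorescent or light-absorbing compounds by total fluorescence, S + 2P, at 555 nm excitation and 632 nm emission. Mixture: 20 nM Texas Red SRC2 peptide, 0.6 uM human TRb LBD, 1 uM T3, 5% DMSO; compound exposure 5 h at ambient temperature.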
Tau fluor cs: counter-screen for tau fibril formation inhibitors. tau K18 P301L Alexa594 fluorescence, heparin fibrillization. Potency, µM (top dose mostly 57.7 µM), for the others: top-dose activity change, negative = decrease. 280,000 compounds, 0.93% hits; also: nearly all actives have a fitted effect of over 55% in size
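Human tau K18 P301L (15 uM unlabeled, 0.24 uM Alexa 594-labeled) in 100 mM sodium acetate pH 7 with 20 uM heparin, 6 hr at 37 C. ThT 30 uM added, 1 hr ambient; Alexa 594 FP and total fluorescence read at 555/632 nm.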
* marks the source's active call; other numbers are inactive results; ? = inconclusive; nt = no result given; [ ] = another dose, or the depositor's remark. Unless noted, calls follow the shape of the dose curve; as a rule, active = well fitted curve in the direction sought with a large enough effect; inconclusive = small, poorly fitted or top-dose-only effect, or another doubt; inactive = no such curve, though single readings can be large; an effect the other way counts as inactive or inconclusive. Unless noted, % is scaled to controls: 0 for no effect and ±100 for the full control effect; potency is read from the fitted curve at half-maximal effect.

SMILES | Tau fibril FP | Tau fibril ThT | GLA spleen mod | TRb-SRC2 inh | L3MBTL1 block | ALDH1A1 inh | TexasRed fluor | Tau fluor cs
CCN1CCN(CCCNC(=O)c2cnn(-c3ccc(C)cc3)c2C2CCN(C(=O)OC(C)(C)C)CC2)CC1 | -2% | -4% | nt | -1% | nt | nt | 0% | -10%
C=CCN1CCN(C(c2cc(OC)ccc2OC)c2nnnn2CC2CCCO2)CC1 (centres undefined) | -5% | 3% | 20% | -6% | 11% | 28µM* | -7% | -4%
OCCN=c1cc(-c2ccccc2)oc2ccc(Cl)cc12 | -8% | 0% | -3% | -3% | 14% | 4% | -2% | -7%
C=CCn1c(C2CC2)n[nH]c1=S | 5% | 8% | -2% | -1% | 23% | 7% | -3% | 6%
COc1ccc(CCNC(=O)CSc2cn(CCNC(=O)c3cccc(C(F)(F)F)c3)c3ccccc23)cc1OC | 12% | -24% | nt | 5% | nt | nt | 0% | ?
Cc1ccc(CSc2nc3[nH]ncc3c(=O)[nH]2)cc1 | -11% | -7% | 4% | -5% | nt | ? | -2% | -5%
C=CCn1c(Cc2csc(N)n2)nnc1SCC(=O)Nc1ccc(C(=O)OCC)cc1 | -4% | -15% | 1% | -3% | ? | ? | -2% | -11%
Cc1cccc(NC(=O)c2cc(-c3ccc(C)s3)nc3ccccc23)n1 | -9% | -16% | ? | 4% | 37%[activator] | ? | -2% | ?
Cc1cccc(NS(=O)(=O)c2ccc3[nH]c(=O)ccc3c2)c1C | -13% | 2% | nt | -6% | nt | nt | ? | -9%
Cc1ccn2c(=O)c(C(=O)O)cnc2c1 | 3% | -5% | 19% | -3% | 0% | ? | -2% | -7%
COc1ccc(OC)c(C2=NOC(C(=O)Nc3cccnc3)C2)c1 (centres undefined) | -1% | -2% | 8% | 18% | 14% | ? | 0% | -4%
COC(=O)c1cn(-c2cccc(C)n2)cn1 | 1% | 3% | 5% | 0% | 3% | 4% | -1% | 11%
Cc1ncc(C23CC4CC(CC(C4)C2)C3)[nH]1 | 3% | -3% | -11% | -5% | -2% | 8% | 2% | -2%
O=C(CSc1nnc(-c2ccc(S(=O)(=O)N3CCCC3)cc2)n1CC1CCCO1)NC1CC1 (centres undefined) | -2% | -4% | 3% | -13% | -2% | ? | 1% | -2%
CC(C)(C)C(=O)n1nc(-c2ccccc2)oc1=O | -12% | -9% | -5% | -3% | 5% | -8% | -6% | -5%
COc1ccc(OC)c(CNC(=O)c2ccccc2NC(=O)c2nsc3ccccc23)c1 | ? | 3% | nt | -10% | nt | nt | 0% | -22%
O=C(OCc1nc2ccc(Cl)cc2n1CCO)c1ccccc1 | 10% | -9% | 9% | -2% | 0% | -1% | -2% | -22%
O=C(N/N=C/c1ccc(-c2ccccc2)o1)c1ccccc1O | -11% | ? | 3% | 1% | 3% | -10% | -2% | -29%
C=CCn1c(-c2cc(Cl)ccc2OC)n[nH]c1=S | 1% | -22% | 2% | -8% | nt | 4% | -1% | -9%
CCOc1ccccc1NC(=O)c1ccc2c(c1)CCCN2S(C)(=O)=O | -8% | 2% | nt | 1% | nt | nt | 0% | -12%
O=C1CN(C(=O)COC(=O)CNS(=O)(=O)/C=C/c2ccccc2)c2ccccc2N1 | 14% | 5% | 8% | 6% | -28% | -29% | -4% | 3%
COc1ccc([N+](=O)[O-])cc1NC(=O)c1ccc(-n2nc(C)cc2C)cc1 | -7% | 0% | 0% | 0% | -8% | 2% | -9% | -2%
O=C(NCCN1CCOCC1)c1ccc2c(c1)N(Cc1ccc(Cl)cc1)CCS2 | 2% | nt | 21% | -5% | nt | nt | 0% | ?
Cc1nn(-c2ccccn2)c2c1C(c1ccncc1)C1=C(CC(C)(C)CC1=O)N2 (centres undefined) | 6% | -10% | 10% | 1% | nt | ? | -7% | -7%
O=C1CCCCCCC1Sc1ccccc1[N+](=O)[O-] (centres undefined) | ? | 32µM* | 5% | -1% | nt | ? | -1% | -23%
CC1(c2nnc(-c3ccc(Cl)cc3)o2)CC(c2ccc(Cl)cc2)=NO1 (centres undefined) | 4% | 0% | 9% | 4% | nt | nt | 1% | 0%
COc1ccc(CC(=O)NCc2ccc3c(c2)cc(C)n3C)cc1OC | 11% | 15% | 6% | 5% | -16% | 25% | -1% | 8%
COc1cccc(C(=O)N(Cc2cccc(F)c2)C2CCS(=O)(=O)C2)c1 (centres undefined) | -7% | 5% | nt | -3% | nt | nt | -26% | -6%
CCOC(=O)c1ccc(NC(=O)c2nccnc2C(=O)O)cc1 | -11% | -8% | -10% | -2% | 29% | 5% | -8% | -14%
Nc1nnnn1/N=C/c1ccccc1OCc1ccccc1 | -2% | 2% | 5% | -16% | -4% | 1% | -2% | -3%
Cc1cc2cc(CN(CC3CCCO3)C(=O)c3cnccn3)c(=O)[nH]c2cc1C (centres undefined) | 0% | -9% | -1% | -2% | 10% | ? | -2% | 0%
CCOC(=O)c1cnc2ccc(C)cc2c1OCc1cc(F)cc(F)c1 | 12% | -7% | 12% | -6% | nt | 14µM* | -2% | 2%
O=C(c1ccc(F)cc1)c1ccc(N2CCCC2)cc1 | 8% | ? | -4% | 7% | nt | 20µM* | 3% | -9%
CC(C)CCn1c(Oc2ccccc2Cl)nc2c1c(=O)n(C)c(=O)n2C | -2% | -14% | 4% | 0% | 10% | ? | -6% | -2%
CC(C)[C@@H](CC(=O)N[C@@H]1CCNC[C@H]1C(=O)N[C@H](CC(=O)N[C@@H](CCC(=O)O)CC(=O)O)Cc1ccccc1)NC(=O)C[C@H](Cc1c[nH]c2ccccc12)NC(=O)[C@@H]1CNCC[C@H]1N | 0% | 0% | 2% | -7% | nt | 4% | -1% | -9%
CCOC(=O)N1CCN(S(=O)(=O)N2CCCC(C(=O)NCc3ccccc3OC)C2)CC1 (centres undefined) | -2% | -4% | nt | -4% | nt | nt | 0% | -7%
C[C@@H]1CC[C@H]2[C@H](C)[C@H]3CC[C@H]4C5[C@@H](O)CC6=CC(=O)CC[C@]6(C)[C@H]5C[C@H]4C3C(=O)N2C1 (some centres undefined) | -1% | -6% | 7% | 1% | nt | 17% | -2% | -6%
Cc1ccc(CS(=O)(=O)c2ncc(Cl)c(C(=O)Nc3nc4ccc(C)cc4s3)n2)cc1 | -17% | 22µM* | nt | -2% | nt | nt | 0% | ?
NC(=S)NC1CC2C=CC1C2 (centres undefined) | 1% | -7% | 3% | 8% | 4% | -1% | -2% | -8%
CCOC(=O)C(CC)Sc1nnc2c3cc(C)ccc3n(C)c2n1 (centres undefined) | 8% | -20% | -4% | 3% | 4% | -9% | -4% | -18%

Another view of two compounds above:
Value order – Tau fibril FP	Tau fibril ThT	GLA spleen mod	TRb-SRC2 inh	L3MBTL1 block	ALDH1A1 inh	TexasRed fluor	Tau fluor cs
CCOC(=O)N1CCN(S(=O)(=O)N2CCCC(C(=O)NCc3ccccc3OC)C2)CC1 (centres undefined)
 : -2%	-4%	nt	-4%	nt	nt	0%	-7%
Cc1nn(-c2ccccn2)c2c1C(c1ccncc1)C1=C(CC(C)(C)CC1=O)N2 (centres undefined)
 : 6%	-10%	10%	1%	nt	?	-7%	-7%

Continuation.
SMILES | Tau fibril FP | Tau fibril ThT | GLA spleen mod | TRb-SRC2 inh | L3MBTL1 block | ALDH1A1 inh | TexasRed fluor | Tau fluor cs
Cc1cc(C)c(NC(=O)CN2C(=O)c3cccnc3Oc3ccc(Cl)cc32)c(C)c1 | -8% | ? | nt | 0% | nt | nt | 5% | -15%
CCC(C(=O)N1CCc2ccccc2C1)n1nc(C)n2c(cc3occc32)c1=O (centres undefined) | 1% | -8% | 12% | 6% | 1% | 8% | -2% | -5%
COC(=O)NC(/C(C(=O)OC)=C(\C)NCc1ccccc1)c1ccco1 (centres undefined) | 1%[11.6 µM] | -13%[11.5 µM] | 3%[17.5 µM] | 7%[11.2 µM] | nt | 18%[13.5 µM] | -1%[11.2 µM] | -10%[11.6 µM]
CCOC(=O)CN1NC2(CCCCCCC2)NC1=S | 8% | -2% | -3% | 3% | -2% | nt | 0% | 6%
COc1ccccc1CC(=O)Nc1ccc(Cl)cc1C(=O)O | -3% | -7% | -7% | 1% | 4% | -1% | -1% | -12%
O=C(Nc1ccc(OC(=O)c2ccccc2)c(-c2nc3ccccc3s2)c1)c1ccccc1 | ? | 5% | 2% | 4% | 2% | 8% | 0% | -26%
CCC(=O)Oc1ccc(-c2nc3ccccc3c(=O)o2)cc1 | -5% | ? | nt | -8% | nt | nt | 1% | -6%

Fetched by structure from the list above, 4 records:
SMILES | Tau fibril FP | Tau fibril ThT | GLA spleen mod | TRb-SRC2 inh | L3MBTL1 block | ALDH1A1 inh | TexasRed fluor | Tau fluor cs
C=CCn1c(Cc2csc(N)n2)nnc1SCC(=O)Nc1ccc(C(=O)OCC)cc1 | -4% | -15% | 1% | -3% | ? | ? | -2% | -11%
O=C(Nc1ccc(OC(=O)c2ccccc2)c(-c2nc3ccccc3s2)c1)c1ccccc1 | ? | 5% | 2% | 4% | 2% | 8% | 0% | -26%
CCC(C(=O)N1CCc2ccccc2C1)n1nc(C)n2c(cc3occc32)c1=O (centres undefined) | 1% | -8% | 12% | 6% | 1% | 8% | -2% | -5%
Cc1ccn2c(=O)c(C(=O)O)cnc2c1 | 3% | -5% | 19% | -3% | 0% | ? | -2% | -7%
